Screening results (PubChem)
EZH2 inh: EZH2 (human) methyltransferase inhibition; Q15910; PRC2 H3K27 methylation, DELFIA TRF, 1 h; inhibition, % at 12.5 µM; 57,000 tested, 0.35% active;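 active = mean inhibition of replicates at least 50% and every single replicate also reaching 50%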;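 note: dimethyl H3K27 on biotinylated H3 21-44 peptide detected by antibody; plate controls were median neutral control wells for no effect and median positive control wells for full effect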
IDH1 R132H inh: IDH1 R132H (human) inhibition | IDH1 R132H reductase, diaphorase/resazurin fluorescence, 60 min | AID 624101 | O75874 | inhibition, % at 10 µM | 70,000 tested, 0.18% active; in the data active = inhibition above about 34%;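 note: 0% = DMSO and 100% = no enzyme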
Target sequence (O75874 whole entry R132H): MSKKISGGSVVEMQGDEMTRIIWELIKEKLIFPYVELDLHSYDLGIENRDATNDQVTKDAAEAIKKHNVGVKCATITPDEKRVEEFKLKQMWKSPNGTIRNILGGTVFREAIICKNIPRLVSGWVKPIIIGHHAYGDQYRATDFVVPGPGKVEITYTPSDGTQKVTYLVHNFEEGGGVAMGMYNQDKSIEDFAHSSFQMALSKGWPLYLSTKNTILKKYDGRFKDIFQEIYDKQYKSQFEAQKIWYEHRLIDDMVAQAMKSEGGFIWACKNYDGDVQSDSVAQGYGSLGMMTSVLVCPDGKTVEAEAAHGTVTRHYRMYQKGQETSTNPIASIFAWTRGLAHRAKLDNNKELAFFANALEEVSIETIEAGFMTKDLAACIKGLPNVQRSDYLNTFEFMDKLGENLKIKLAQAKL
Numbers without * were called inactive; . = no result given. This is a subset; the hit share may differ from the screen's.

SMILES	EZH2 inh	IDH1 R132H inh
C[C@H]1CN([C@@H](C)CO)C(=O)Cc2cc(NC(=O)Nc3ccc(F)cc3)ccc2O[C@@H]1CN(C)C(=O)Nc1cccc2ccccc12	.	1.1
C[C@@H]1CN([C@@H](C)CO)C(=O)c2cc(NC(=O)NC3CCCCC3)ccc2O[C@@H](C)CCCCO[C@@H]1CN(C)Cc1ccc(C(=O)O)cc1	.	1.9
COc1ccc(NC(=O)N(C)C[C@@H]2Oc3ccc(NS(=O)(=O)c4cn(C)cn4)cc3CC(=O)N([C@@H](C)CO)C[C@H]2C)cc1	.	0.2
O=C(CN1CCOCC1)NCC[C@H]1CC[C@H](NS(=O)(=O)c2ccc(Cl)cc2)[C@@H](CO)O1	-5	0.3
CNC[C@H]1Oc2cc(C#Cc3cccc(F)c3)ccc2S(=O)(=O)N([C@@H](C)CO)C[C@H]1C	-21	1.1
C[C@H](CO)N1C[C@H](C)[C@@H](CN(C)C(=O)NC2CCCCC2)Oc2ccc(NS(C)(=O)=O)cc2CC1=O	-12	0.6
O=C(C[C@@H]1CC[C@@H](NC(=O)CN2CCOCC2)[C@H](CO)O1)NCCc1ccncc1	12	0.4
COc1ccc(C#Cc2cnc3c(c2)C(=O)N([C@@H](C)CO)C[C@@H](C)[C@@H](CN(C)C(=O)c2ccccc2F)O3)cc1	-24	-0.4
O=C(C[C@H]1C[C@H]2c3cc(NS(=O)(=O)c4ccc(F)cc4)ccc3O[C@H]2[C@H](CO)O1)NCc1ccncc1	-4	0.0
COc1ccc(CN(C)C[C@@H]2Oc3ccc(NC(=O)c4ccncc4)cc3CC(=O)N([C@@H](C)CO)C[C@@H]2C)cc1	17	0.8
C[C@@H]1CN([C@H](C)CO)C(=O)c2cc(NS(=O)(=O)c3cn(C)cn3)ccc2O[C@@H]1CN(C)Cc1ccccc1	10	0.1
C[C@H]1CN([C@@H](C)CO)C(=O)c2cccc(NS(C)(=O)=O)c2O[C@H]1CN(C)C(=O)Nc1ccc(C(F)(F)F)cc1	.	0.5
Cc1nnc(NCc2ccco2)[nH]c1=O	10	0.1
C[C@@H]1CN([C@@H](C)CO)C(=O)c2cc(NS(=O)(=O)c3ccc(F)cc3)ccc2O[C@@H](C)CCCCO[C@H]1CN(C)C(=O)C1CCCCC1	.	-0.9
C[C@H](CO)N1C[C@H](C)[C@@H](CN(C)S(=O)(=O)c2cccs2)Oc2ccc(NS(=O)(=O)c3cn(C)cn3)cc2C1=O	.	0.1
O=C(N/N=C/c1ccc(C(F)(F)F)cc1)c1ccccn1	11	.
COc1ccc(S(=O)(=O)NCC2CCCO2)cc1-c1nnc2c3ccccc3c(C)nn12 (centres undefined)	-5	-0.7
O=C(C[C@H]1C[C@H]2c3cc(NS(=O)(=O)c4ccc(F)cc4)ccc3O[C@H]2[C@H](CO)O1)NCc1ccccc1F	9	-2.2
O=C(Nc1ccc2c(c1)[C@H]1C[C@H](CC(=O)N3CCCCC3)O[C@H](CO)[C@H]1O2)C1CCOCC1	-3	1.6
COCC(=O)Nc1ccc2c(c1)C(=O)N(C)C[C@H](OC)[C@@H](C)CN(CCC(F)(F)F)[C@H](C)CO2	0	0.0
C/C=C/c1ccc2c(c1)O[C@@H](CN(C)C(=O)Cc1ccccn1)[C@H](C)CN([C@H](C)CO)S2(=O)=O	-20	-0.5
CC1(C)CC(=O)C2=C(C1)N(Cc1cccnc1)C(=O)C2(NC(=O)c1cccs1)C(F)(F)F (centres undefined)	-10	0.4
C[C@@H]1CN([C@@H](C)CO)S(=O)(=O)c2ccc(C3=CCCC3)cc2O[C@H]1CN(C)C(=O)CC1CC1	-10	.
C/C=C/c1ccc2c(c1)O[C@H](CN(C)C(=O)Nc1cc(F)ccc1F)[C@@H](C)CN([C@@H](C)CO)S2(=O)=O	-24	-2.6
C[C@@H]1CN([C@@H](C)CO)C(=O)c2cc(NS(=O)(=O)c3ccc(F)cc3)ccc2O[C@@H](C)CCCCO[C@@H]1CN(C)Cc1ccc(C(=O)O)cc1	.	0.7

Reformatted: results already given
canonical_smiles | EZH2 inh | IDH1 R132H inh
O=C(Nc1ccc2c(c1)[C@H]1C[C@H](CC(=O)N3CCCCC3)O[C@H](CO)[C@H]1O2)C1CCOCC1 | -3 | 1.6
COCC(=O)Nc1ccc2c(c1)C(=O)N(C)C[C@H](OC)[C@@H](C)CN(CCC(F)(F)F)[C@H](C)CO2 | 0 | 0.0
C/C=C/c1ccc2c(c1)O[C@@H](CN(C)C(=O)Cc1ccccn1)[C@H](C)CN([C@H](C)CO)S2(=O)=O | -20 | -0.5
CC1(C)CC(=O)C2=C(C1)N(Cc1cccnc1)C(=O)C2(NC(=O)c1cccs1)C(F)(F)F (centres undefined) | -10 | 0.4
C[C@@H]1CN([C@@H](C)CO)S(=O)(=O)c2ccc(C3=CCCC3)cc2O[C@H]1CN(C)C(=O)CC1CC1 | -10 | .
C/C=C/c1ccc2c(c1)O[C@H](CN(C)C(=O)Nc1cc(F)ccc1F)[C@@H](C)CN([C@@H](C)CO)S2(=O)=O | -24 | -2.6
C[C@@H]1CN([C@@H](C)CO)C(=O)c2cc(NS(=O)(=O)c3ccc(F)cc3)ccc2O[C@@H](C)CCCCO[C@@H]1CN(C)Cc1ccc(C(=O)O)cc1 | . | 0.7

(continued)
SMILES	EZH2 inh	IDH1 R132H inh
CN(C)C(=O)C[C@@H]1C[C@@H]2c3cc(NC(=O)NC4CCCC4)ccc3O[C@@H]2[C@@H](CO)O1	17	0.3
C[C@@H]1CN([C@@H](C)CO)C(=O)Cc2cc(NC(=O)Cc3ccccc3)ccc2O[C@@H]1CN(C)C(=O)Nc1ccccc1	4	-0.2
c1ccc2c(c1)CN1CCCC1=N2	15	-0.1
C[C@H](CO)N1C[C@H](C)[C@@H](CN(C)Cc2ccc(C(=O)O)cc2)Oc2ncc(Br)cc2C1=O	-4	.
CC1=C(CO)CC(C(C)C2CCC3C4CC=C5CC(OC6OC(COC7OC(CO)C(O)C(O)C7O)C(O)C(O)C6O)CC(O)C5(C)C4CCC23C)OC1=O (centres undefined)	.	0.5
COc1ccc(NC(=O)CSc2ccccn2)cc1Cl	-5	-0.7
C[C@@H]1CCCCO[C@H](CN(C)C)[C@@H](C)CN([C@@H](C)CO)C(=O)c2cc(NS(=O)(=O)c3ccc(F)cc3)ccc2O1	-13	0.8
C[C@@H]1CN([C@@H](C)CO)C(=O)c2cccc(NS(=O)(=O)c3cn(C)cn3)c2O[C@@H]1CN(C)C(=O)Nc1ccccc1	.	-0.3
CCN(CC(=O)Nc1ccccc1Br)S(=O)(=O)c1ccc2ccccc2c1	35	0.5
COc1ccc(NC(=O)Nc2ccc3c(c2)C(=O)N([C@H](C)CO)C[C@H](C)[C@H](CN(C)S(=O)(=O)c2cn(C)cn2)O3)cc1	.	0.5
C[C@H](CO)N1C[C@H](C)[C@H](CN(C)C(=O)Nc2cccc(C(F)(F)F)c2)OCc2ccccc2-c2ccccc2C1=O	-9	-2.1
NC(=O)CSCC(=O)Nc1ccc(Br)cc1	11	0.6
CCC(=O)N1C[C@H](C)[C@@H](OC)CN(C)C(=O)c2cc(NS(=O)(=O)CC)ccc2OC[C@@H]1C	3	-0.1
COc1cccc(-c2cnc3c(c2)C(=O)N([C@H](C)CO)C[C@@H](C)[C@@H](CN(C)CC2CC2)O3)c1	-5	-0.1
COc1cc2c(cc1O)C(c1cccs1)N(C)CC2 (centres undefined)	-7	.
COC(=O)c1ccc(NC(=O)CN2C(=O)C3C4CC(c5ccccc5)C(C4)C3C2=O)cc1 (centres undefined)	.	0.3
C[C@@H]1CN([C@H](C)CO)S(=O)(=O)c2ccc(-c3ccccc3F)cc2O[C@H]1CN(C)C	.	-0.2
Cc1ccc(S(=O)(=O)N(C)C[C@@H]2Oc3ccc(NS(=O)(=O)c4cccs4)cc3CC(=O)N([C@@H](C)CO)C[C@@H]2C)cc1	.	-1.0
C[C@H](NC(=O)C[C@@H]1CC[C@@H](NC(=O)Nc2ccc3c(c2)OCO3)[C@@H](CO)O1)c1ccccc1	2	0.3
CCc1ccc2c(c1)c1nc3ccccc3nc1n2CC(=O)OC	13	1.5
CC(C)CC#Cc1cnc2c(c1)C(=O)N([C@H](C)CO)C[C@@H](C)[C@@H](CN(C)Cc1ccccc1C(=O)O)O2	-7	-0.3
C[C@H](CO)N1C[C@H](C)[C@@H](CN(C)C(=O)Nc2ccc(C(F)(F)F)cc2)Oc2ccc(NC(=O)Cn3cnnn3)cc2CC1=O	.	21
C[C@H](CO)N1C[C@H](C)[C@H](CN(C)C(=O)Nc2cc(F)ccc2F)Oc2ncc(-c3cccc(F)c3)cc2C1=O	0	0.0
COc1ccc(CN(C)C[C@H]2Oc3ccc(NC(=O)CCC(F)(F)F)cc3C(=O)N([C@@H](C)CO)C[C@@H]2C)cc1	.	1.7
C[C@@H]1CN([C@@H](C)CO)C(=O)c2cccc(NC(=O)NC3CCCCC3)c2O[C@@H]1CN(C)S(=O)(=O)c1cccs1	.	1.1

Continuation.
SMILES	EZH2 inh	IDH1 R132H inh
O=C(COc1ccc(Cl)cc1Cl)Nc1ccc(C(=O)Nc2ccccc2C(=O)O)cc1	44	0.0
CN(C)CC(=O)N[C@H]1CC[C@H](CCn2cc(C3CC3)nn2)O[C@H]1CO	2	-0.1
COCC#Cc1cnc2c(c1)C(=O)N([C@@H](C)CO)C[C@@H](C)[C@@H](CN(C)S(=O)(=O)c1ccccc1)O2	-2	0.5
C[C@H](CO)N1C[C@H](C)[C@H](CN(C)Cc2ccncc2)Oc2c(NC(=O)c3cnccn3)cccc2C1=O	-6	2.7
C[C@H]1CCCCO[C@H](CN(C)S(=O)(=O)c2ccccc2)[C@@H](C)CN([C@@H](C)CO)C(=O)c2cc(NC(=O)CCC(F)(F)F)ccc2O1	.	-0.8
O=C(C[C@@H]1CC[C@@H](NC(=O)Cc2cccnc2)[C@@H](CO)O1)Nc1ccc(-c2ccccc2)cc1	-4	-0.3
C[C@@H]1CN([C@@H](C)CO)C(=O)c2cccc(NC(=O)c3cnccn3)c2O[C@@H]1CN(C)Cc1ccc(C(=O)O)cc1	.	0.4
O=C(Nc1cc(-c2ccc(Cl)cc2)nn1-c1ccc(F)cc1)C1CCC1	-5	-0.2
C[C@H](CO)N1C[C@H](C)[C@@H](CN(C)C(=O)Nc2ccc(F)cc2)Oc2cc(-c3ccncc3)ccc2S1(=O)=O	-14	-1.2
COCC(=O)Nc1ccc2c(c1)[C@@H]1C[C@@H](CC(=O)N(C)C)O[C@H](CO)[C@@H]1O2	-3	-1.4
O=C(COc1cccc(NC(=O)c2ccccc2Cl)c1)c1ccc(F)cc1	-18	-0.4
N#Cc1ccccc1CSc1nc(N)cc(=O)[nH]1	14	0.5
C[C@H]1CN([C@@H](C)CO)C(=O)Cc2cc(NC(=O)NC3CCCCC3)ccc2O[C@@H]1CN(C)C	.	0.6
COc1ccc(NC(=O)CCCSc2nc(N)c3c(C)c(C)sc3n2)cc1	35	-0.2
C[C@H]1CN([C@@H](C)CO)C(=O)c2cccc(NC(=O)c3cnccn3)c2O[C@@H]1CN(C)Cc1ccc2c(c1)OCO2	-9	-0.5
COc1ccc(S(=O)(=O)Nc2cccc3c2O[C@H](CN(C)C)[C@@H](C)CN([C@@H](C)CO)C3=O)cc1	6	-0.9
C[C@@H]1O[C@@H](O[C@@H]2CC[C@@]3(C)C(CC[C@]4(C)C3CC=C3[C@@H]5CC(C)(C)CC[C@]5(C(=O)O[C@@H]5O[C@H](CO)[C@@H](O)[C@H](O)[C@H]5O)CC[C@]34C)[C@]2(C)CO)[C@H](O)[C@H](O[C@@H]2OC[C@@H](O)[C@H](O)[C@H]2O)[C@H]1O (some centres undefined)	-5	0.2
Cc1nn(-c2nnc(C)c(=O)[nH]2)c(C)c1SCC(=O)Nc1ccc(C(C)C)cc1	-18	0.0
O=C(CSc1nnc(-c2ccccc2Cl)n1-c1ccccc1)N1CCc2ccccc21	-10	-0.2
Cc1ccc(O)c(N=Nc2ccccc2)n1	0	0.8
CO[C@@H]1CN(C)C(=O)c2ccc(NC(=O)c3ccc4c(c3)OCO4)cc2OC[C@H](C)N(CC2CC2)C[C@H]1C	-3	0.1
C[C@@H]1CCCCO[C@@H](CN(C)C(=O)C2CCCCC2)[C@H](C)CN([C@H](C)CO)C(=O)c2cc(NC(=O)c3ccncc3)ccc2O1	0	1.5
C[C@@H]1CN([C@@H](C)CO)S(=O)(=O)c2ccc(-c3ccccc3)cc2O[C@H]1CN(C)Cc1cccc(F)c1	31	-1.1
C[C@@H]1CN([C@H](C)CO)C(=O)c2cc(NC(=O)c3ccncc3)ccc2O[C@@H]1CN(C)Cc1ccccc1	0	-0.1
C[C@H]1CN([C@@H](C)CO)S(=O)(=O)c2ccc(C#CC3CC3)cc2O[C@H]1CN(C)Cc1cncnc1	-20	.
COc1ccc(S(=O)(=O)N[C@H]2CC[C@@H](CC(=O)N3CCc4ccccc4C3)O[C@H]2CO)cc1	-2	0.3
C/C=C/c1cnc2c(c1)C(=O)N([C@H](C)CO)C[C@@H](C)[C@@H](CN(C)Cc1ccc(F)cc1)O2	.	-0.1
C=CCOC(=O)C(=O)/C=C/c1cn(C(C)=O)c2ccccc12	-8	.
Cc1noc(C)c1NC(=O)NCC[C@H]1CC[C@@H](NC(=O)Nc2cccc(F)c2)[C@@H](CO)O1	1	0.0
CO[C@H]1CC[C@H]2CCOc3c(C#N)cccc3C(=O)N(C)C[C@H](C)C(=O)N(C)C[C@@H]1O2	-2	0.1

A section of the results above, as a working copy:
SMILES	EZH2 inh	IDH1 R132H inh
Cc1noc(C)c1NC(=O)NCC[C@H]1CC[C@@H](NC(=O)Nc2cccc(F)c2)[C@@H](CO)O1	1	0.0
CO[C@H]1CC[C@H]2CCOc3c(C#N)cccc3C(=O)N(C)C[C@H](C)C(=O)N(C)C[C@@H]1O2	-2	0.1

Profiles as entered above. Order of screens: EZH2 inh	IDH1 R132H inh
Profile of `Cc1ccc(O)c(N=Nc2ccccc2)n1` = 0	0.8
Profile of `CO[C@@H]1CN(C)C(=O)c2ccc(NC(=O)c3ccc4c(c3)OCO4)cc2OC[C@H](C)N(CC2CC2)C[C@H]1C` = -3	0.1
